# DNA FID counter: counter-screen for HCV NS3 helicase inhibitors: DNA intercalator displacement | DNA fluorescent intercalator displacement, fluorescence | inhibition, % at 7.9 µM | actives 0.17% (n = 290,000) | AID 1845; in the data active means inhibition above about 37%;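 further: 0% = vehicle and 100% = reference compound; higher means more ethidium bromide displaced from hairpin DNA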
# IMP-1 inhibitor: blocks Pseudomonas aeruginosa IMP-1 metallo-beta-lactamase; purified IMP-1, nitrocefin hydrolysis, epi-absorbance fluorescence; inhibition, % at 5.6 µM; actives 0.45% (n = 290,000);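 active means inhibition above the mean plus 3 SD of all compounds in the same screening run, cut at about 4.5% in these data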;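 further: 0% = IMP-1 with DMSO and 100% = DMSO wells lacking enzyme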
#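 assay system = purified recombinant IMP-1 metallo-beta-lactamase enzyme | schedule = 15 min preincubation plus 25 min reaction at 25 °C | signal = Epi-absorbance fluorescence, 480 nm excitation, 530 nm emission | read-out basis = percent inhibition from optical density relative to buffer-blank wells | controls = IMP-1 with DMSO as 0%, enzyme-free DMSO as 100%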
# VIM-2 inh: blocks Pseudomonas aeruginosa VIM-2 metallo-beta-lactamase; actives 0.89% (n = 290,000); purified VIM-2, nitrocefin hydrolysis, epi-absorbance fluorescence; AID 1527; inhibition, % at 5.6 µM;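 active means inhibition above the mean of all tested compounds plus 3 SD, cutoff set per screening run, cut at about 7.5% in these data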;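 further: red hydrolysis product quenches plate fluorescence so inhibitors raise well fluorescence; 0% = enzyme with DMSO and 100% = DMSO without enzyme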
# GalR3 antag: antagonists of human GalR3; inhibition, % at 3 µM; AID 651719; HEK293 GalR3-CNG cAMP membrane potential fluorescence; galR3 body fused to GalR1 C-terminus; O60755; actives 0.44% (n = 360,000);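 active means inhibition above the screen-wide average plus 3 SD, cut at about 13% in these data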;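 further: forskolin and galanin both at EC90 stimulate the cells; cAMP rise reported by CNG channel membrane potential dye signal; 0% = forskolin plus galanin with DMSO and 100% = forskolin alone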
# Target sequence (O60755 1-299 limits assumed): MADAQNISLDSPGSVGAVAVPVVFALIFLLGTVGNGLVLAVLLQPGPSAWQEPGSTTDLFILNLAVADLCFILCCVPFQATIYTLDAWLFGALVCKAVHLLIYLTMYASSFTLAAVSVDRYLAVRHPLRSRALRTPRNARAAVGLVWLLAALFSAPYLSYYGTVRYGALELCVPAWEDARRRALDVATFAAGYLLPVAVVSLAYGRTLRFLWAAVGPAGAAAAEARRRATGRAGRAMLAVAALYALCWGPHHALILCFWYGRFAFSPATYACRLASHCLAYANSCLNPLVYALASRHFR
# HCV NS3 hel inh: blocks Hepatitis C virus NS3 helicase unwinding; actives 0.56% (n = 290,000); inhibition, % at 10.9 µM; AID 1800; NS3 helicase DNA unwinding, Cy5 molecular beacon fluorescence;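 active means inhibition above the mean of all tested compounds plus 3 SD, set per campaign, cut at about 35% in these data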;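 further: 0% = DMSO wells and 100% = thioflavine S control wells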
#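 Assay system – hepatitis C virus NS3 helicase domain fragment enzyme · Buffer or medium – MOPS pH 6.5, MgCl2, DTT, Tween20, BSA · Reagent – Cy5/quencher beacon DNA duplex and ATP to start · Compound – single 10.9 µM dose · Timing – 1 h at 25 °C · Technique – Cy5 beacon fluorescence read at start and 1 h · Measure – % inhibition of unwinding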
# V1R ag counter: counter-screen for oxytocin receptor agonists: human V1a receptor agonists. actives 0.25% (n = 320,000). AID 2797. activation, % at 3 µM. CHO-V1R cells, Fluo-8 calcium fluorescence, agonist mode; 0% DMSO, 100% 3 nM vasopressin;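 active means activation above the mean activation of all tested compounds plus 3 SD, per screening run, cut at about 20% in these data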;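 further: signal is peak over basal fluorescence ratio across a 100 second FLIPR read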
# Target sequence (P37288 whole entry, looked up): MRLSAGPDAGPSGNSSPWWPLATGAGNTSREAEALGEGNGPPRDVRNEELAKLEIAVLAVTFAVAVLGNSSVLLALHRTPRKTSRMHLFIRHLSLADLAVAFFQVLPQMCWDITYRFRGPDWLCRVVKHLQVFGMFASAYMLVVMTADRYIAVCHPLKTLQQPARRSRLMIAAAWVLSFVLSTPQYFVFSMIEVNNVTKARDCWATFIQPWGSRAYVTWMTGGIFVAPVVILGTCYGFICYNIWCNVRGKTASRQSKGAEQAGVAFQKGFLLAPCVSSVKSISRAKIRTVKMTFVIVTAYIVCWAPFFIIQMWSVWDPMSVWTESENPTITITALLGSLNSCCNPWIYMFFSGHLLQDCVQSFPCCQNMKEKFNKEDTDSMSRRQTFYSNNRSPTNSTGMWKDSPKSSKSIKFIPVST
# GPR7 antag: blocks human GPR7 receptor signaling. actives 1.1% (n = 290,000). GPR7-expressing cells, fluorescence antagonist assay. inhibition, % at 4.4 µM. AID 1861. P48145; in the data active means inhibition above about 16%, passing the limit was not always enough;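 further: cells stimulated with the agonist NPW; 0% = agonist with vehicle and 100% = vehicle without agonist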
# Target sequence (P48145 whole entry, looked up): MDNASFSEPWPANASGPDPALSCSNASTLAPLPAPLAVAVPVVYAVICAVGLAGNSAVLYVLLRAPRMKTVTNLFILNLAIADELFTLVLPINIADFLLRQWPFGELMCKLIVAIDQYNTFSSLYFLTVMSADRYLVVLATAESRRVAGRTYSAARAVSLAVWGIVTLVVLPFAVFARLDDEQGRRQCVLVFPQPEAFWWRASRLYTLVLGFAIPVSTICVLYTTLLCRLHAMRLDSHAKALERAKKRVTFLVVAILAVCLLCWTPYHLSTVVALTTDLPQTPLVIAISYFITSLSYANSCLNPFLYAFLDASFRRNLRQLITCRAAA
# PHOSPHO1 block: PHOSPHO1 (human) inhibition; actives 1.1% (n = 290,000); inhibition, % at 13.3 µM; Q8TCT1; recombinant PHOSPHO1, absorbance phosphatase assay; in the data active means inhibition above about 60%
# OXTR agonist: agonists of human oxytocin receptor; CHO-OTR cells, Fluo-8 calcium fluorescence; normalized: DMSO 0%, oxytocin 100%; actives 0.32% (n = 320,000); P30559; AID 2435; activation, % at 3 µM;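 active means activation above the mean of all tested compounds plus 3 SD, cutoff set per screening run, cut at about 20% in these data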;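 further: peak over basal fluorescence ratio from a 100 s FLIPR kinetic read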
# * hit, by the source's call; . = not tested or not shown.
SMILES,DNA FID counter,IMP-1 inhibitor,VIM-2 inh,GalR3 antag,HCV NS3 hel inh,V1R ag counter,GPR7 antag,PHOSPHO1 block,OXTR agonist
Cc1ccc(C)c(S(=O)(=O)Nc2ccc(O)cc2)c1,-4,-2.0,-0.5,-7,-3,4.1,2,11,3.3
COc1ccccc1NC(=O)C1CCN(c2ncccn2)CC1,-4,0.6,0.7,-2,9,0.1,-4,18,0.9
NC(=O)C1CC(=O)N(c2ccc(OCc3ccc(Cl)cc3Cl)cc2)C1 (stereo unspecified),-4,-1.6,-4.3,-6,-7,5.6,6,36,4.7
COc1cc(OC)cc(C(=O)Nc2cccnc2)c1,1,-3.4,-3.5,-1,3,0.0,-11,38,0.5
CCC(=O)N1CCc2cc(S(=O)(=O)NCCC(=O)NC3CCCc4ccccc43)ccc21 (stereo unspecified),-10,-3.2,-3.1,-1,5,1.3,-2,21,0.1
Cc1ccc(-n2ncc(C#N)c2/N=C/N2CCN(C)CC2)cc1,3,-4.5,-1.1,-5,-1,1.3,-2,4,0.0
Cc1ccccc1C(=O)NC(=S)Nc1ccccc1N1CCCC1,-5,-4.2,15*,5,7,0.1,-21,8,0.1
COc1ccc(CCN(C(=O)Cn2nnc3ccccc32)C(C(=O)NCC2CCCO2)c2ccncc2)cc1OC (stereo unspecified),-5,-0.7,-2.5,-3,4,2.1,-4,33,1.5
CCn1nnnc1NC(=O)c1cc(OC)c(OC)c(OC)c1,1,-1.8,2.3,2,-6,0.8,-4,32,-0.7
Cc1nc(S/C(=C\c2ccc(-c3ccc(C(=O)O)c(Cl)c3)o2)C(=O)O)n[nH]1,-15,-4.8,16*,3,20,.,-6,45,.
Cc1cc(C)cc(N(CC(=O)NCCSc2ccccn2)S(=O)(=O)c2ccccc2)c1,-36,-4.0,-1.3,-3,-3,-1.9,-11,18,-2.1
COc1ccccc1NC(=S)N1C2CCC1CC(NC(=O)NC13CC4CC(CC(C4)C1)C3)C2 (stereo unspecified),-13,0.4,-2.8,-2,-2,-2.0,-15,46,-1.8
Cc1cc(-c2ccc(C(C)C)c(S(=O)(=O)NCc3ccco3)c2)on1,-30,-1.4,-1.0,2,7,0.2,4,30,-2.7
S=c1[nH]nc(Cc2c[nH]c3ccccc23)o1,-2,-3.7,-3.8,-7,5,-0.6,-6,61*,1.8
CC(=O)c1c(C)[nH]c(C(=O)Nc2cc(C)cc(C)c2)c1C,-4,-3.4,-2.8,.,-4,1.4,-5,-4,-0.3
COc1ccc(CN2CCCC(CO)(Cc3ccc(F)cc3F)C2)cc1 (stereo unspecified),2,-1.2,-1.7,-10,-9,2.4,-11,4,2.1
Cc1ccc(S(=O)(=O)N2CCN(C)CC2)cc1,-8,0.7,-0.7,-7,5,0.3,3,15,-0.5
COc1ccccc1C(=O)Oc1ccc(C(C)(C)C)cc1,-23,-3.8,-2.1,-6,0,2.5,-5,6,-1.0
CC1=CCC2C(=O)N(c3cccc(C(=O)Nc4ccccc4Cl)c3)C(=O)C2C1 (stereo unspecified),-31,-2.7,-3.7,-3,9,4.3,-5,43,2.2
CC(C)C(=O)Nc1ccc(NC(=O)c2ccccn2)cn1,-6,-3.6,-3.9,0,9,0.9,-5,-12,0.4
COc1cccc(OC)c1-c1nn(-c2ncc(C(F)(F)F)cc2Cl)c(=O)o1,-4,-1.7,-2.5,-3,-12,-0.1,-8,30,0.4
C=CCc1ccc(OCCn2cccc2C=O)c(OC)c1,-9,-1.9,0.6,0,0,-1.2,-19,0,-1.5
O=[N+]([O-])c1ccc(CN2CCN(c3ccccc3Cl)CC2)o1,6,-0.9,0.3,-2,1,-0.3,7,8,0.1
CC(C)N(N=Nc1ccc([N+](=O)[O-])cc1)C(C)C,0,-2.5,-3.4,-4,6,-1.1,-3,-7,-1.8
Cc1c(N=Cc2ccc[nH]2)c(=O)n(-c2ccccc2)n1C,3,-4.7,-1.7,-6,0,-0.2,-14,-15,-0.2
c1ccc(Cc2noc(CN3CCC(CN4CCOCC4)CC3)n2)cc1,5,-0.4,0.0,7,-5,0.5,-3,61*,1.5
CC(=O)N1CCN(C(=O)c2ccc(C(=O)c3ccccc3)cc2)CC1,-7,-2.7,-2.1,-13,-4,-1.0,-17,42,0.3
Nc1cc(S(=O)(=O)Nc2ccc(Cl)cc2)ccc1N1CCOCC1,-7,-1.7,-2.0,2,-9,14,10,-3,17
CC(=O)NC(=S)Nc1ccc2oc(=O)ccc2c1,-8,0.7,1.4,-4,10,0.3,5,24,-0.1
CC(C)CC(NC(=O)c1ccc(Cl)cc1)C(=O)OCc1cc([N+](=O)[O-])cc2c1OCOC2 (stereo unspecified),-10,-3.8,-1.6,-5,-27,0.3,-1,3,-1.2
Cc1ccc(NC(=O)C2CCC(=O)N2)cc1C (stereo unspecified),2,-1.9,-4.3,-3,2,1.7,26,-3,0.4
O=[N+]([O-])c1ccc2c(c1Nc1ccccc1Cl)=NC1(CCCCC1)N=2,1,-3.0,-2.5,-7,15,0.3,-4,22,-0.6
CCc1cc2cc(C)ccc2nc1SCC(=O)N1CC(=O)Nc2ccccc21,-29,-2.4,-1.1,-5,-7,1.3,0,19,-1.4
COc1ccccc1Cn1c(=S)[nH]c2ccccc2c1=O,-6,-1.7,-3.4,-8,22,0.1,5,26,-0.2
Cc1cc(C)c(OCC(=O)Nc2nc(-c3ccccn3)cs2)c(C)c1,-15,-3.8,-3.2,-10,-3,-1.3,-3,21,-1.7
CCOc1cc(S(=O)(=O)NCc2ccccc2)c(OCC)cc1-n1cnnn1,-13,-1.1,-2.4,-4,6,-0.3,-8,.,0.1

# A portion from the list above, as a working copy:
SMILES,DNA FID counter,IMP-1 inhibitor,VIM-2 inh,GalR3 antag,HCV NS3 hel inh,V1R ag counter,GPR7 antag,PHOSPHO1 block,OXTR agonist
CC(=O)N1CCN(C(=O)c2ccc(C(=O)c3ccccc3)cc2)CC1,-7,-2.7,-2.1,-13,-4,-1.0,-17,42,0.3
Nc1cc(S(=O)(=O)Nc2ccc(Cl)cc2)ccc1N1CCOCC1,-7,-1.7,-2.0,2,-9,14,10,-3,17
CC(=O)NC(=S)Nc1ccc2oc(=O)ccc2c1,-8,0.7,1.4,-4,10,0.3,5,24,-0.1
CC(C)CC(NC(=O)c1ccc(Cl)cc1)C(=O)OCc1cc([N+](=O)[O-])cc2c1OCOC2 (stereo unspecified),-10,-3.8,-1.6,-5,-27,0.3,-1,3,-1.2
Cc1ccc(NC(=O)C2CCC(=O)N2)cc1C (stereo unspecified),2,-1.9,-4.3,-3,2,1.7,26,-3,0.4
O=[N+]([O-])c1ccc2c(c1Nc1ccccc1Cl)=NC1(CCCCC1)N=2,1,-3.0,-2.5,-7,15,0.3,-4,22,-0.6
CCc1cc2cc(C)ccc2nc1SCC(=O)N1CC(=O)Nc2ccccc21,-29,-2.4,-1.1,-5,-7,1.3,0,19,-1.4
COc1ccccc1Cn1c(=S)[nH]c2ccccc2c1=O,-6,-1.7,-3.4,-8,22,0.1,5,26,-0.2
Cc1cc(C)c(OCC(=O)Nc2nc(-c3ccccn3)cs2)c(C)c1,-15,-3.8,-3.2,-10,-3,-1.3,-3,21,-1.7
CCOc1cc(S(=O)(=O)NCc2ccccc2)c(OCC)cc1-n1cnnn1,-13,-1.1,-2.4,-4,6,-0.3,-8,.,0.1

# Additional records follow:
SMILES,DNA FID counter,IMP-1 inhibitor,VIM-2 inh,GalR3 antag,HCV NS3 hel inh,V1R ag counter,GPR7 antag,PHOSPHO1 block,OXTR agonist
CC(C)N(C(=O)NC(=O)Nc1ccccn1)S(C)(=O)=O,-6,-2.1,-0.9,-1,-4,-0.6,-3,-4,0.1
COc1ccc(CNC(=O)N[C@@H](Cc2c[nH]c3ccccc23)C(=O)O)cc1,-10,-0.3,-2.3,-10,2,-0.3,-2,28,0.8
CCCCOc1ccc(CON(C(C)=O)C(C)=O)cc1Cl,-23,-2.6,-0.8,-1,-6,5.5,-20,28,-0.3
CCOC(=O)N1CCN(Cc2nc(-c3ccc(OC)cc3)no2)CC1,-22,-1.5,0.5,.,-2,5.0,-1,.,4.5
O=C(O)c1cccc(Oc2ccccc2[N+](=O)[O-])c1,-4,-2.4,0.4,0,-3,1.5,9,-12,-0.2
COc1ccccc1OCc1cc(C(=O)N(C)CCC2CCCCO2)no1 (stereo unspecified),-36,-3.6,-4.7,1,0,0.3,-3,18,-0.9
Cc1ccc2nsnc2c1NS(=O)(=O)c1c(C)ccc2nsnc12,3,-3.8,-2.8,-6,-3,-1.2,-9,21,-1.9
CCOC(=O)c1cccc(NS(=O)(=O)c2cnc[nH]2)c1,0,0.4,0.6,-2,1,0.3,-6,11,0.0
CCOC(=O)N1CCN(S(=O)(=O)c2ccc(C)c(C(=O)NC3CCCCC3)c2)CC1,-27,-1.9,-2.7,-3,5,0.9,-15,52,0.0
CCc1nc(SCC(=O)c2c[nH]c3ccccc23)n[nH]1,-2,-2.1,0.6,-3,-4,2.8,-11,28,0.4
COc1ccc(Nc2ccnc3ccccc23)cc1,4,-1.7,-1.7,2,-5,0.9,-4,18,2.0
CC(C)c1ccc2[nH]c(O)c(N=NC(=S)NCCc3ccccc3)c2c1,-10,-1.9,-4.3,-7,-1,-0.4,-31,6,-2.5
O=C(CCC(=O)Nc1ccc(Cl)cc1Cl)NNC(=O)Nc1ccccc1,-6,-0.1,-1.4,-7,-4,1.3,1,29,-0.7
Cc1ccc(-c2[nH]c3cc(C(=O)NCCCn4ccnc4)ccc3c(=O)c2O)cc1,.,.,.,-7,.,0.7,.,18,-0.1
CC1CN=C(Nc2cccc(S(=O)(=O)N(C)C)c2)S1 (stereo unspecified),1,0.7,0.1,-7,2,1.1,18,-16,0.8
CCC1=NN=C(c2ccc(F)cc2)C(c2c[nH]c3ccccc23)N1O (stereo unspecified),-2,-2.5,-2.1,-4,-3,2.7,-12,-18,-0.4
O=C1NCCc2cc3c(cc21)OCO3,-3,-4.2,-3.4,0,6,0.8,3,20,0.5
CC1=Nc2ccccc2N=C(NC(=O)CN2CCN(c3ccccc3)CC2)C1c1ccccc1 (stereo unspecified),0,-2.5,-3.3,-2,9,0.5,-19,41,-0.5
Cc1ccc(NC(=O)CN2C(=O)c3ccccc3S2(=O)=O)cc1C,-7,-1.1,-0.7,-6,1,0.2,-12,28,2.4
CN(C(=O)COC(=O)C1c2ccccc2Oc2ccccc21)C1CCS(=O)(=O)C1 (stereo unspecified),-3,-0.2,-0.1,-5,9,-0.4,6,-20,-0.6
Nc1nc(Cl)cc(NCCc2ccc(O)cc2)n1,-2,-1.9,1.1,-4,0,4.8,6,28,3.5
Cc1nc(C)c(CC(=O)N2CCc3c([nH]c4ccccc34)C2c2ccccn2)s1 (stereo unspecified),-21,-3.5,-4.3,-7,-2,1.7,-8,26,1.2

# Source: PubChem BioAssay (several laboratories)
